Bioassay records: PubChem BioAssay, several laboratories
Ins promoter up – insulin promoter activators in MIN6 cells, imaging, high-content screening, mouse beta cells; MIN6 insulin promoter-GFP reporter; stronger effect = higher value; z-score at 5 µM; hit rate 0.3% among 190,000;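 active means z-score above 3 at 5 µM with at least 500 cells counted in the well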
human PMI inhibition – inhibitors of human PMI, primary screen, biochemical, fluorescence intensity, coupled assay (AID 1209). hit rate 0.42% among 190,000. purified PMI enzyme, coupled fluorescence intensity; higher % means a stronger effect. inhibition, % at 20 µM, or IC50 in µM where a hit was titrated. Mannose-6-phosphate isomerase (Homo sapiens);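 further: plate controls were DMSO vehicle for no effect and wells lacking substrate for full effect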
MT stabilize HCS – microtubule stabilizers in HeLa cells, primary screen, imaging, high-content imaging; HeLa tubulin immunostaining HCS, 24 h; share of cells brighter than vehicle mean+2SD; % tubulin-high responders, % at 10 µM; hit rate 0.83% among 200,000; AID 2205, 2009;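 active means plate Z-score above 3 for both tubulin-high and condensed-nucleus cell shares, with cell loss under 80%, at 10 µM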;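 further: anti alpha tubulin signal scored within the nucleus-defined area of each cell; some results filed as inactive read as strong as hits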
WT yeast gro inh – growth inhibition of WT strain, primary screen, mitochondrial fusion inhibitor project, WT and mutant strains, chemical genetic; mitochondrial fusion phenotypic screen; inhibition, % at 10 µM; hit rate 2.1% among 190,000; AID 1362, 2008; in the data active means inhibition above about 58%; tested in S. cerevisiae
Autophagy HCS – autophagy modulators in MEF cells, primary screen, imaging, high-content, MEF GFP-LC3. MEF GFP-LC3 puncta imaging; test concentration mostly 10 µM. calls only at 10 µM (by protocol). hit rate 0.98% among 190,000. AID 463193, 2010;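 active means percentage of spot-positive cells more than 3 SD above its plate mean, without a fluorescence outlier flag or 80% toxicity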;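 further: spot-positive cell cutoff set from DMSO-treated cells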
Yfh1-depleted yeast – enhancers of respiration in Yfh1-depleted yeast, dose response, Friedreich's ataxia, plus single-dose screen (AID 1465) | S. cerevisiae Yfh1-off respiration, WST-1 reduction, 72 h; higher fold induction means a stronger effect | fold induction at 50 µM, or EC50 in µM where a hit was titrated | hit rate 0.074% among 220,000;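 active means fold induction of absorbance versus untreated yeast above a set limit, then at least 30% activation at any dose in follow-up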;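 further: activators that raise dye reduction in frataxin-depleted yeast; strong numbers were not always called active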
PMI inhibition – human PMI inhibitors, high substrate, primary screen, biochemical, fluorescence intensity, high mannose 6-phosphate (AID 1220); recombinant PMI enzyme, coupled fluorescence intensity; higher % means a stronger effect; one-dose inhibition, % at 20 µM; IC50 in µM for titrated hits; hit rate 0.66% among 190,000
Dynein cargo inh – inhibitors of GR-EGFP nuclear translocation, primary screen, dynein cargo transport inhibitor project, imaging, high-content, 3617.4 mouse cells; test concentration mostly 20 µM; stimulated with dexamethasone, 1 µM; stronger effect = lower value; z-score, hits read low; hit rate 0.47% among 220,000;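 active means plate z-score of nuclear minus cytoplasmic receptor signal below a set negative limit, without overly bright fluorescence or cell loss, cut at about -3.5 in these data, passing the limit was not always enough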;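 further: z-score of nuclear minus cytoplasmic ring GR-EGFP intensity difference per well; some compounds called inactive have numbers as strong as hits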
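Also added – dexamethasone, 1.0 µM final · Buffer or medium – tet-free, stripped-serum medium · Schedule – induction 48 h, compound 1 h, agonist 30 min · Detection – formaldehyde fixation, Hoechst nuclear stain, 10x automated fluorescence imaging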
b-catenin transl – modulators of beta-catenin nuclear translocation, primary screen, imaging, HeLa cells, immunofluorescence, high-content | hit rate 0.3% among 190,000 | nuclear translocation activity, % at 5 µM | AID 1665, 2009;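 active means nuclear translocation activity above 50% at 5 µM, with a well cell count of 50 or more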;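 further: per-cell ratio of nuclear to cytoplasmic median beta-catenin stain intensity; plate controls were DMSO negative control for no effect and GSK-3 inhibitor IX positive control for full effect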
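Test system: human HeLa cells, endogenous beta-catenin. Times: 24 h compound exposure, 37°C. Measured by: beta-catenin immunofluorescence imaging with DAPI.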
WT yeast gro inh mutant strain – second read-out of WT yeast gro inh, no call of its own (marks repeat the call); inhibition, %; mitochondrial fusion phenotypic screen, mutant strain inhibition
Dynein cargo inh cytoplasmic EGFP – second read-out of Dynein cargo inh, no call of its own (marks repeat the call); z-score; measured here: cytoplasmic GR-EGFP intensity; stronger effect = higher value
Dynein cargo inh nuclear GR-EGFP – also measured in Dynein cargo inh; calls as there; z-score; measured here: nuclear GR-EGFP intensity;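 lower value marks the stronger effect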
Dynein cargo inh cell count – recorded beside Dynein cargo inh, whose call it bears; z-score; measured here: cell count per field
Ins promoter up cell count – recorded beside Ins promoter up, whose call it bears; cell count; measured here: cytotoxicity, nuclei count;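 total cells summed across four imaged fields per well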
b-catenin transl cell count 5 µM – recorded beside b-catenin transl, whose call it bears; cell count; measured here: cell count, cytotoxicity flag
MT stabilize HCS Hoechst-high % – also measured in MT stabilize HCS; calls as there; % Hoechst-high responders; measured here: nuclear condensation Hoechst responders;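 share of cells brighter than vehicle mean plus two SD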
MT stabilize HCS cytotoxicity % – also measured in MT stabilize HCS; calls as there; toxicity, %; measured here: cytotoxicity by cell density;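 0% = mean cell density of plate MIN control wells and 100% = no cells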
Autophagy HCS cell loss 18 h – also measured in Autophagy HCS; calls as there; toxicity, %; measured here: cell loss, nuclei count;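 cell loss after 18 h compound exposure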
* = called active by the depositor; i = inactive; nt = not tested or not shown. Unless noted, no stated cut-off is given here; in the data, active means inhibition above about 50%; inactive means the rest.

Second line of a record – Yfh1-depleted yeast	Ins promoter up	MT stabilize HCS cytotoxicity %	WT yeast gro inh	MT stabilize HCS Hoechst-high %	MT stabilize HCS	PMI inhibition	Dynein cargo inh cell count	Ins promoter up cell count	Autophagy HCS	Dynein cargo inh	b-catenin transl	b-catenin transl cell count 5 µM	human PMI inhibition	Dynein cargo inh nuclear GR-EGFP	Autophagy HCS cell loss 18 h	WT yeast gro inh mutant strain	Dynein cargo inh cytoplasmic EGFP
CCC(=O)NCC(c1cccs1)N1CCOCC1 (stereo unspecified)
→ i	0.4	4.6	-10.5	3.0	5.9	-9.0%	0.0251	1195	i	-0.32	-6.2	1022	-9.5%	-0.0576	9.7	-7.8	-0.311
CCC(C)NC(=O)C1CCN(S(=O)(=O)CC)CC1 (stereo unspecified)
→ i	0.78	3.1	-18.8	2.2	3.8	6.0%	-1.18	1444	i	0.823	-2.7	872	5.2%	1.1	-44.6	-5.4	-0.319
C/C(N)=C(/C#N)C(=O)CSc1nc2ccccc2n1CC(C)C
→ i	-0.24	0.7	-6.0	2.2	2.2	16.6%	-0.186	1167	i	0.113	nt	nt	15.0%	0.165	11.0	10.3	-0.271
COc1ccc(C(=O)NCc2cn3cccc(C)c3n2)cc1OC
→ i	-0.13	7.8	2.9	2.8	3.1	-12.6%	0.338	998	i	-0.186	0.6	1173	-17.9%	-0.0856	-0.7	-1.6	-0.227
Cc1cc(C)n(-c2nc3nonc3nc2-n2nc(C)cc2C)n1
→ i	0.21	7.9	-10.5	1.7	2.9	1.0%	0.367	1281	i	-0.00781	-2.3	1054	-0.6%	0.302	3.9	2.7	-0.225
CC(=O)Nc1ccc(Cl)cc1C1COC(=O)C1=N (stereo unspecified)
→ i	-0.15	6.0	-6.0	2.7	0.8	-17.7%	0.0299	1214	i	-0.725	nt	nt	-10.4%	-0.512	2.8	-0.5	-0.3
CCOc1cc(/C=C/c2nc3ccccc3s2)ccc1OCC(=O)N1CCOCC1
→ i	nt	4.0	-4.3	2.2	3.1	-6.8%	0.0863	nt	i	-0.212	1.0	961	3.8%	-0.427	4.4	3.3	-0.316
Cc1cc(Nc2ccccc2F)n2ncnc2n1
→ i	-0.94	8.8	0.0	1.8	1.6	12.6%	0.0572	1897	i	-1.09	0.4	1003	12.6%	-0.36	1.1	0.2	-0.101
CCN1C(=O)C(C(=O)c2ccccc2)SC1=S (stereo unspecified)
→ i	-0.23	8.5	11.1	1.5	1.3	-6.4%	-0.444	1036	i	-0.439	3.8	1063	1.5%	-0.335	-1.3	0.9	-0.178
COc1cc(C2NC(=O)NC(C)=C2C(=O)OCC2CCCO2)cc(OC)c1OC (stereo unspecified)
→ i	0.24	6.0	-8.4	1.3	2.1	5.5%	0.242	1422	i	-0.00811	-0.5	1093	5.5%	0.524	-1.6	4.6	-0.24
CCOC(=O)C1(Cc2ccc(OC)cc2)CCN(C(=O)c2ccoc2C)CC1
→ i	0.86	8.3	-4.4	3.5	2.3	13.6%	0.218	1317	i	0.117	0.1	1011	1.0%	0.31	4.2	-2.2	-0.174
CCN(CCC(=O)Nc1ccc(Br)c(C)c1)Cc1ccccc1
→ i	-1.1	6.0	11.1	1.3	1.2	0.2%	0.0838	876	i	-0.137	-1.6	1154	4.4%	0.0822	-0.8	10.5	-0.012
O=c1cc(Cc2nnc(SCc3ccccc3)n2-c2ccc(Cl)cc2)[nH]c(=O)[nH]1
→ i	nt	6.9	7.7	1.1	1.4	-12.9%	0.332	nt	i	-0.127	1.2	1140	-14.5%	-0.0216	34.6	0.0	-0.252
CC(NC(=O)COC(=O)/C=C/c1ccc(Cl)cc1)c1ccccc1 (stereo unspecified)
→ i	-0.34	6.7	4.0	2.3	2.7	-6.9%	-0.0942	1224	i	0.898	-2.9	1010	-16.6%	0.491	2.7	-26.9	-0.177
COc1cccc(/C(C)=N/NC(=O)c2cc(-c3cccnc3)nc3ccccc23)c1
→ i	-0.22	1.1	-0.8	2.0	2.7	3.3%	0.638	1098	i	0.142	-1.0	1105	18.7%	0.134	1.8	4.6	-0.26
CCc1cc(C(=O)NNC(=S)Nc2ccccc2C)cs1
→ i	nt	4.0	18.1	1.2	3.0	-11.1%	-1.57	nt	i	0.102	-0.3	1063	-8.6%	0.421	-16.3	12.7	-0.126
CCS(=O)(=O)Nc1cccc(C2=NN(C(C)=O)C(c3cccs3)C2)c1 (stereo unspecified)
→ i	-0.17	2.7	0.2	1.3	1.3	-0.4%	0.22	1394	i	1.05	3.6	828	7.6%	0.415	-21.3	-1.4	-0.298
COc1ccccc1N1CCN(C(=O)c2cc(-c3ccc(Cl)cc3)on2)CC1
→ i	-0.53	16.0	11.0	2.4	3.8	0.1%	-1.54	1162	i	2.51	nt	nt	7.2%	1.74	57.3	19.1	-0.0594
Cc1ccccc1NC(=O)CN1C(=O)N/C(=C\c2cccn2-c2cccc(C(=O)O)c2)C1=O
→ i	-0.38	13.0	-5.7	1.2	1.6	3.8%	0.496	1430	i	-0.0911	-0.4	1487	-4.8%	0.0783	-9.9	8.8	-0.204
COc1ccccc1NC(=S)NC(NC(=O)C(C)C)C(Cl)(Cl)Cl (stereo unspecified)
→ i	-0.6	11.5	-13.1	1.2	1.9	-0.7%	-0.369	1527	i	0.538	1.5	1038	-3.2%	0.825	-14.3	-5.4	-0.131
CCOc1cc(N2CCOCC2)c(OCC)cc1NC(=O)COC(=O)CCc1c[nH]c2ccccc12
→ i	0.49	7.2	1.0	2.4	1.2	13.5%	-0.908	1888	i	0.0385	-0.7	1037	18.6%	0.265	-4.0	-8.7	-0.244
O=C(NCCC1=CCCCC1)C1CCN(S(=O)(=O)c2cccc3nsnc23)CC1
→ i	nt	4.2	-11.6	1.9	2.1	-7.9%	0.445	nt	i	-0.128	-0.8	1246	-2.5%	-0.0117	-5.0	-17.0	-0.133
O=C(Nc1ccccc1N1CCN(C(=O)c2ccc(Cl)cc2)CC1)c1cccnc1
→ i	-0.44	12.1	-1.8	2.0	1.2	0.7%	-0.168	920	nt	0.18	-4.4	1232	7.6%	0.416	nt	-6.3	-0.179
COC(=O)C1CCCN1C(=O)c1cccs1 (stereo unspecified)
→ i	0.12	9.8	-6.9	1.6	3.5	16.2%	0.455	1432	i	-0.673	nt	nt	13.8%	-0.986	-6.1	-1.7	-0.257
CC(C)(C)OC(=O)NCCc1nnc(SCC(N)=O)o1
→ i	-0.6	8.9	25.2	2.0	1.9	3.4%	-0.312	1027	i	0.18	-1.5	1149	9.0%	0.0543	1.9	8.8	-0.182
Cc1ccc(C)c(NS(=O)(=O)c2cc(C(=O)N3CCc4ccccc4C3)ccc2Cl)c1
→ i	-1.31	6.0	15.4	2.1	1.9	13.4%	0.714	1404	i	0.0183	-0.4	1416	11.8%	0.474	24.5	-2.1	-0.162
O=C(CCC(=O)Nc1ccc(Cl)cc1Cl)NNC(=O)[C@@H]1CCCC[C@@H]1C(=O)O
→ i	0.69	5.2	9.9	2.6	4.7	22.4%	-2.09	1197	i	1.61	nt	nt	0.6%	0.831	-3.3	18.6	-0.106
O=c1c2nccnc2[nH]c(=S)n1Cc1ccccc1Cl
→ i	-0.65	10.4	-4.5	2.4	3.5	-10.3%	-0.0588	1328	i	0.0312	-3.4	1104	-17.4%	0.311	6.9	26.5	-0.338
CCCCCCNC(=O)Cc1nc2nc(C)cc(C)n2n1
→ i	0.94	9.3	17.6	2.2	3.3	2.2%	0.726	1320	i	-0.693	-3.6	933	-1.4%	-0.224	-0.5	-5.7	-0.211
CC(C)Nc1nc(NC(C)C)nc(N(C)n2cnnc2)n1
→ i	-0.29	10.2	7.7	4.6	5.7	5.3%	1.7	1223	i	-1.33	-2.0	1180	13.8%	-0.572	8.1	9.6	-0.356

Full records as entered above. Order of values: Yfh1-depleted yeast | Ins promoter up | MT stabilize HCS cytotoxicity % | WT yeast gro inh | MT stabilize HCS Hoechst-high % | MT stabilize HCS | PMI inhibition | Dynein cargo inh cell count | Ins promoter up cell count | Autophagy HCS | Dynein cargo inh | b-catenin transl | b-catenin transl cell count 5 µM | human PMI inhibition | Dynein cargo inh nuclear GR-EGFP | Autophagy HCS cell loss 18 h | WT yeast gro inh mutant strain | Dynein cargo inh cytoplasmic EGFP
Record of `COc1ccccc1NC(=S)NC(NC(=O)C(C)C)C(Cl)(Cl)Cl` (stereo unspecified) : i | -0.6 | 11.5 | -13.1 | 1.2 | 1.9 | -0.7% | -0.369 | 1527 | i | 0.538 | 1.5 | 1038 | -3.2% | 0.825 | -14.3 | -5.4 | -0.131
Record of `O=c1c2nccnc2[nH]c(=S)n1Cc1ccccc1Cl` : i | -0.65 | 10.4 | -4.5 | 2.4 | 3.5 | -10.3% | -0.0588 | 1328 | i | 0.0312 | -3.4 | 1104 | -17.4% | 0.311 | 6.9 | 26.5 | -0.338
